Screens (PubChem)
TEAD-YAP block – TEAD-YAP interaction inhibition; HEK-TIYL cells, TEAD-Gal4/YAP UAS-luciferase luminescence; inhibition, % at 9.12 µM; 640,000 tested, 1.4% active; in the data active = inhibition above about 32%;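 also: 0% = median of test compound wells and 100% = reference inhibitor wells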
MITF primary – blocks human microphthalmia-associated transcription factor; inhibition, % at 2.6 µM; O75030; AID 1259374; 650,000 tested, 0.91% active; AlphaScreen MITF homodimerization, bead proximity signal; in the data active = inhibition above about 50%;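 also: 0% = vehicle wells with protein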
GPR151 activ – activates the human receptor GPR151; Q8TDV0; 650,000 tested, 1% active; activation, % at 11.2 µM; PathHunter beta-arrestin GPR151 cells, luminescence; in the data active = activation above about 4.9%;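 also: 0% = median of compound wells and 100% = cells with positive control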
Target sequence (Q8TDV0 whole entry, looked up): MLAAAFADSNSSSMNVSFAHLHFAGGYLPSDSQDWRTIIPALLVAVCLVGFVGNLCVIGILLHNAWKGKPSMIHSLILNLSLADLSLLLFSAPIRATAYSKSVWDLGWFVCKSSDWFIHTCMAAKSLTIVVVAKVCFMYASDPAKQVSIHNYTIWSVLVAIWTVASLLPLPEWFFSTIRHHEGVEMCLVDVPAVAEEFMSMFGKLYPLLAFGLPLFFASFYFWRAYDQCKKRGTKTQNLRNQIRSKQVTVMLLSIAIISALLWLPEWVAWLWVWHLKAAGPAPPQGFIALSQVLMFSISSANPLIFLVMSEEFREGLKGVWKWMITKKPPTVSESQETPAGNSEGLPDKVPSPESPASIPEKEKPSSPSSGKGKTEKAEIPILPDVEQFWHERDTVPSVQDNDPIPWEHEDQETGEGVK
FBW7 activator – activators of human E3 ligase FBW7; Q969H0; AlphaScreen FBW7–phospho-cyclin E peptide binding, activator screen; normalized activity (activation), % at 26.1 µM; 650,000 tested, 0.13% active; AID 1259310; in the data active = normalized activity above about 1.9%;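 also: purified mutant Fbw7 with reduced substrate affinity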
Target sequence (Q969H0 whole entry, looked up): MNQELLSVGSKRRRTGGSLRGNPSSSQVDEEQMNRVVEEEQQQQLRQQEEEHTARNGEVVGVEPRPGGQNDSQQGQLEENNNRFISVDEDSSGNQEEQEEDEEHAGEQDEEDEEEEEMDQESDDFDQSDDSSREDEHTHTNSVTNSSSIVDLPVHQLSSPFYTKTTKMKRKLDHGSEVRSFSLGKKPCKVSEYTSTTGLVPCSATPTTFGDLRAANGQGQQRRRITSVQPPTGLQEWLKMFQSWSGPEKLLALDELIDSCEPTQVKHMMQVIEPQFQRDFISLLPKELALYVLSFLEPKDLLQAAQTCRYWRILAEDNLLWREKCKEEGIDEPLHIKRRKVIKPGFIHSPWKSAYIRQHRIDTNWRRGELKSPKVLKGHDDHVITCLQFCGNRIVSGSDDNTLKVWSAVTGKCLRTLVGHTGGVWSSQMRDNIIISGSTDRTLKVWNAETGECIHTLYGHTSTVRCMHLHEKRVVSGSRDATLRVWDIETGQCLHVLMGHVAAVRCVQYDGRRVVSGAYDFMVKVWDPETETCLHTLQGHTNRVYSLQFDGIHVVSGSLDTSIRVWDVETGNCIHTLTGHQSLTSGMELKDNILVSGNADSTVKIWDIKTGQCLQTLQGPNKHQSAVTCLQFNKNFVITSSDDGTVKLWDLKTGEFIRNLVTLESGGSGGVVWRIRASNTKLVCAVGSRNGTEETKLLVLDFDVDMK
Starred values were filed as active, the others as inactive. Not a hit list, and some 3.5% of all compounds hit somewhere here.

SMILES	TEAD-YAP block	MITF primary	GPR151 activ	FBW7 activator
NCCCC[C@@H]1NC(=O)[C@@H]2C[C@H](NC(=O)Nc3cccc(C(F)(F)F)c3)CN2C1=O	-7	-2	0.7	-0.1
COc1ccc(NC(=O)COC(=O)c2ccc(NC(C)=O)cc2)cc1	12	-5	-0.4	-0.3
COc1cc(NC(=O)c2ccccc2Br)c(OC)cc1NC(C)=O	0	-2	-0.5	0.0
CC1CCN(C(=O)CCc2nc3cccnc3n2-c2ccccc2)CC1	5	6	1.2	-0.3
O=S(=O)(c1ccc2c(c1)OCCO2)N1CCN(C(=S)NCc2ccccc2)CC1	-5	0	0.6	0.0
C/C=C/COC(=O)C1=C(C)NC(=O)NC1c1ccccc1F (stereo unspecified)	9	13	-1.4	0.3
Cc1ccc(/C=N/NC(=O)c2nnn(-c3nonc3N)c2CN(C)C)o1	2	13	0.9	0.1
COc1ccc(/C=N/Nc2ccc(Cl)c(C(=O)O)c2)cc1	-68	10	-0.4	0.2
COc1ccc(C(=O)COC(=O)c2cccc(N3C(=O)C4C5CCC(C5)C4C3=O)c2)cc1 (stereo unspecified)	-22	47	0.6	-0.1
CCN1CCN(Cc2cc(Cl)c3cccnc3c2O)CC1	47*	50	1.1	-0.1
O=C(NCCSCc1ccccc1)c1ccc2c(=O)n(Cc3ccc4c(c3)OCO4)c(=S)[nH]c2c1	-10	-7	0.3	0.0
COc1ccc(N(CC(=O)N2CCCCCC2)S(=O)(=O)c2ccccc2)cc1Cl	-4	6	-1.2	0.2
O=C(O)CCCCCNS(=O)(=O)c1ccc2c(c1)Cc1cc(S(=O)(=O)NCCCCCC(=O)O)ccc1-2	8	0	0.2	-0.1
COCCNC(=O)/C(=C/c1ccc(OC)cc1)c1ccccc1	1	3	0.7	0.7
Cc1ccc(-c2nc3ccccc3c(=O)n2NC(=O)c2ccc(C)c(C)c2)cc1	-10	-2	0.1	-0.1
COc1ccc(/C=c2/sc3nc4ccccc4n3c2=O)cc1OCc1ccccc1	-6	9	1.2	0.0
Cc1ccc(CN2CCN(Cc3ccccc3F)CC2CCO)o1 (stereo unspecified)	-8	-14	1.1	0.0
O=[N+]([O-])c1nn(-c2ccc3c(c2)OCCO3)n(O)c1=Nc1ccccc1	89*	0	-1.2	-0.3
Cc1ccc(Nc2cc(C(=O)O)c3ccccc3n2)cc1	-10	-3	-0.7	-0.1
CC1=C(C(=O)Nc2ccccn2)C(c2ccc3c(c2)OCO3)n2ncnc2N1 (stereo unspecified)	-34	0	0.7	-0.1
Cc1ccc(Cl)cc1N1CCN(C(=O)Cn2ncc3c(=O)oc4ccccc4c32)CC1	1	-3	-0.1	-0.3
Cc1cc(=O)oc2cc(OCC(=O)Nc3ccc4ccccc4c3)ccc12	-8	2	0.1	0.2
CC1=C(C(=O)OC2CCCCC2)C(c2cccc([N+](=O)[O-])c2)NC(=O)N1 (stereo unspecified)	-23	2	-0.3	-0.1
CCOC(=O)c1ccccc1NC(=O)c1ccc2c(c1)S(=O)(=O)N=C1CCCCCN12	-2	1	-0.5	-0.2
Cc1cc(C)c2cc(C)c3nn(CC(=O)N(C)C)c(=O)n3c2c1	-5	-13	-0.5	-0.1

Reprinted at random: two entries already listed
SMILES	TEAD-YAP block	MITF primary	GPR151 activ	FBW7 activator
Cc1cc(C)c2cc(C)c3nn(CC(=O)N(C)C)c(=O)n3c2c1	-5	-13	-0.5	-0.1
O=C(O)CCCCCNS(=O)(=O)c1ccc2c(c1)Cc1cc(S(=O)(=O)NCCCCCC(=O)O)ccc1-2	8	0	0.2	-0.1

(list continues)
SMILES	TEAD-YAP block	MITF primary	GPR151 activ	FBW7 activator
COC(=O)c1c(NC(=O)Cc2cccs2)sc(C)c1C	-7	12	1.2	-0.1
Cc1cc(C)cc(NC(=S)N(Cc2ccccc2)Cc2cccnc2)c1	3	4	-0.4	0.1
COc1ccc(Nc2cc(N3CCN(C(=O)c4ccco4)CC3)c3noc4c3c2C(=O)c2ccccc2-4)cc1	2	1	-1.1	0.0
Cc1sc(NC(=O)CSC2=NCCS2)nc1-c1ccccc1	4	-7	1.0	0.0
O=C(NCCCO)c1ccccc1NS(=O)(=O)c1ccc(F)cc1	0	18	-0.1	-0.1
Cc1ccsc1C(=O)OCC(=O)c1cc(C)n(C)c1C	66*	3	-5.9	-0.2
N#Cc1c(C(F)(F)F)cc(-c2ccccc2)nc1SCc1cccc(Br)c1	7	12	0.7	0.0
Cc1cc(C)c2c(n1)nn1c(C)c(CCC(=O)NCCCN3CCCC3=O)c(C)nc21	-9	3	-0.8	0.1
CCCCCOC(=O)c1ccc(OC(=O)c2cncc(Br)c2)cc1	-31	-12	0.1	0.0
O=c1c2c(nc3nc(NCc4ccccc4F)[nH]n13)CCC2	-2	11	2.0	0.2
O=C(CCc1nnc(CCCc2ccccc2)o1)NCC[C@@H]1C[C@@H]2C=C[C@H]1C2	-64	-7	-1.9	-0.1
CC(c1ccc([N+](=O)[O-])cc1)c1nc(-c2ccccn2)no1 (stereo unspecified)	67*	7	-0.2	0.6
CCN1CCN(C(=O)C2c3ccccc3C(=O)N3CCc4ccccc4C23)CC1 (stereo unspecified)	-6	-5	-0.3	-0.1
Cc1[nH]n(-c2ccccc2)c(=O)c1/C=C1\C=Nc2ccccc21	-11	10	-2.7	0.0
Cc1cccc2cc3c(N)c(C(=O)N4CCCC4)sc3nc12	-2	15	-1.2	0.5
Fc1ccc(C(c2nnnn2CC2CCCO2)N2CCCCC2)cc1 (stereo unspecified)	-8	-2	-1.4	0.0
COc1ccc(-c2csc(N)n2)c(F)c1	-33	0	-0.3	0.0
O=C(c1cccc([N+](=O)[O-])c1)C1CC2(NC1c1ccccc1)C(=O)Nc1ccccc12 (stereo unspecified)	-8	-36	4.2	-0.2
COc1cccc(C(=O)NC(=S)Nc2ccc(Cl)cn2)c1	-50	-23	-1.3	0.0
Cc1ccc2[nH]c(=O)c(CN(C(=O)N3CCOCC3)C3CCCCC3)cc2c1	-4	4	-0.5	0.1
CC(C)c1ccc(NC(=O)c2ccc(NCCc3ccccc3)c([N+](=O)[O-])c2)cc1	9	10	-1.6	-0.1
CCN1C(=O)CC(C(=O)OC)C12CCN(C(=O)c1[nH]c(C)cc1C)CC2 (stereo unspecified)	7	-4	-0.4	-0.1
CCOc1ccc(NC(=O)c2c(NC(=O)CN(C)C)sc3c2CCC3)cc1	12	2	0.0	0.0
O=Cc1cccc(-c2ccc(N3CCN(c4c(Cl)cncc4Cl)CC3)nc2)c1	-12	3	-0.2	-0.1
CCOC(=O)C1C(=O)CC(C)(O)C(C(=O)OCC)C1c1ccc(C)o1 (stereo unspecified)	11	11	1.2	0.1

One compound at a time, as listed above. Order of screens: TEAD-YAP block | MITF primary | GPR151 activ | FBW7 activator
Entry for CC(C)c1ccc(NC(=O)c2ccc(NCCc3ccccc3)c([N+](=O)[O-])c2)cc1 = 9 | 10 | -1.6 | -0.1
Entry for O=C(NCCCO)c1ccccc1NS(=O)(=O)c1ccc(F)cc1 = 0 | 18 | -0.1 | -0.1

Carrying on.
SMILES	TEAD-YAP block	MITF primary	GPR151 activ	FBW7 activator
CCOc1cc(C2C(C(=O)OCCOc3ccccc3)=C(C)NC3=C2C(=O)CC(c2ccc(Cl)cc2)C3)ccc1O (stereo unspecified)	10	-11	0.5	0.2
COc1cc(C2C=C(Nc3ccc(C)cc3)C(=O)N2c2ccc(C)cc2)ccc1O (stereo unspecified)	-15	1	0.8	-0.3
Cc1ccccc1NC(=O)c1cc2c(C)nn(-c3ccccc3)c2s1	4	-1	2.2	0.0
COc1ccc(CCNc2nc(Nc3ccccc3)nc3c2ncn3C2CCCCC2)cc1	7	13	-1.5	-0.1
COc1cccc2cc(-c3csc(N/N=C/c4ccccc4)n3)c(=O)oc12	-4	16	0.4	0.0
CN(C)S(=O)(=O)c1cccc(NC(=O)CSc2nnc3sc4ccccc4n23)c1	-1	-3	0.6	0.2
O=C(Cn1c(=O)n(Cc2ccc(F)cc2)c(=O)c2cccnc21)Nc1ccccc1	1	-13	-1.7	-0.2
CCOC(=O)CN1C(=O)COc2ccc(C(C)(C)C)cc21	3	6	-1.9	-0.2
Cc1cc(C(F)(F)F)n(-c2nc(Cn3cccn3)cs2)n1	1	-2	-1.7	0.0
CCN(c1cccc(C)c1)S(=O)(=O)c1ccc2[nH]cc(C(=O)NCCN3CCOCC3)c(=O)c2c1	-4	8	-1.0	-0.1
Cc1nn(CCCC(=O)NCc2ccco2)c(C)c1[N+](=O)[O-]	-12	-1	-0.3	-0.1
O=C(Nc1nccs1)c1cn(-c2ccccc2)nc1-c1ccc(Br)cc1	17	5	-0.8	0.0
N#Cc1ccccc1Cn1cc(C(F)(F)F)cc(Cl)c1=O	0	8	-0.2	0.3
CCCN1CCN(c2ncnc3c(-c4ccc(OC)cc4)nsc23)CC1	-16	-3	0.3	-0.2
CCOC(=O)c1c(NC(=O)CSc2nnc(CNC(=O)c3ccco3)n2-c2cc(C)ccc2C)sc2c1CCCC2	0	0	-0.4	-0.1
COc1cc(CSc2nc3ccccc3s2)c(OC)cc1CSc1nc2ccccc2s1	8	10	-0.5	0.5
COc1ccc(-c2cc(C(F)(F)F)n3nc(C(=O)Nc4cc(Cl)ccc4OC)cc3n2)cc1	-11	-1	0.3	0.0
O=C(O)c1cccc(NC(=S)N/N=C/c2ccccn2)c1	34*	95*	0.3	-0.1
Cc1cccc(-c2ccc3ccccc3n2)c1	-46	1	-4.7	0.2
COc1ccc(/C=C2/C(=O)NC(=S)N(c3ccc(F)cc3)C2=O)cc1O	-9	5	0.0	-0.1
COc1ccc(C2=NS(=O)(=O)N(C)C(C(=O)NCc3ccccn3)=C2)cc1	3	13	-3.4	-0.2
CCCCNC(=O)c1sc2ncnc(N(C)c3ccccc3)c2c1C	-5	-1	2.3	0.0
COc1ccc(/C=C2\SC(N)=NC2=O)cc1OS(=O)(=O)c1ccc(NC(C)=O)cc1	2	0	0.5	-0.1
O=C(O)CCCNC1CC(=O)N(c2ccccc2)C1=O (stereo unspecified)	-6	11	-1.2	0.2
COc1ccc(C2SCCN2S(=O)(=O)c2ccc(C)cc2)cc1 (stereo unspecified)	6	8	1.1	0.1

An excerpt from above in order of length of the SMILES, highest first:
SMILES	TEAD-YAP block	MITF primary	GPR151 activ	FBW7 activator
CCOc1cc(C2C(C(=O)OCCOc3ccccc3)=C(C)NC3=C2C(=O)CC(c2ccc(Cl)cc2)C3)ccc1O (stereo unspecified)	10	-11	0.5	0.2
O=C(Cn1c(=O)n(Cc2ccc(F)cc2)c(=O)c2cccnc21)Nc1ccccc1	1	-13	-1.7	-0.2
Cc1ccccc1NC(=O)c1cc2c(C)nn(-c3ccccc3)c2s1	4	-1	2.2	0.0
CCOC(=O)CN1C(=O)COc2ccc(C(C)(C)C)cc21	3	6	-1.9	-0.2

The results go on:
SMILES	TEAD-YAP block	MITF primary	GPR151 activ	FBW7 activator
CC(C)NC(=O)C(=O)NCC1OCCCN1S(=O)(=O)c1cc(F)ccc1F (stereo unspecified)	0	3	2.2	0.0
CC(=O)Nc1ccc(NC(=O)CN(c2ccccc2Cl)S(C)(=O)=O)cc1	-2	-5	0.4	0.2
O=C(Nc1cc(C(F)(F)F)ccc1Oc1cccc(F)c1)c1cccc([N+](=O)[O-])c1	9	8	1.1	0.2
CCCNC(=O)CN(C1CCCCC1)S(=O)(=O)c1ccccc1	-6	-1	0.1	-0.1
O=C(NCCNc1ccc(Cl)cc1[N+](=O)[O-])c1cc(F)c(F)cc1Cl	-12	18	-0.5	0.2
CC(=O)c1cccc(NC(=S)N2CCN(c3ncccn3)CC2)c1	18	8	-1.4	0.6
COc1cc(/C=C2\C(=O)N(c3cccc(C(F)(F)F)c3)N=C2C)ccc1OCC(N)=O	3	-3	0.0	-0.1
COc1cccc(C(=O)N2N=C(C)CC2(O)C2CCCCC2)c1 (stereo unspecified)	12	10	-0.7	-0.1
CCOC(=O)CSc1nc2c(c(=O)n(C)c(=O)n2C)n1Cc1ccccc1C	9	11	-2.2	0.7
O=C(COc1cccc(Cl)c1)NCCc1ccccc1	-13	14	0.0	0.1
O=C(O)CNS(=O)(=O)c1c(Cl)cc(Br)cc1Cl	1	-9	1.1	0.2
CC(C)(C)c1ccc(C2=N/C(=C\c3coc4ccccc4c3=O)C(=O)O2)cc1	8	-7	-0.2	0.1
COc1ccc(CC(=O)Nc2nc(-c3ccc(C)c(C)c3)cs2)cc1	-7	7	0.0	-0.2
CCOC(=O)C1CCN(Cn2c(=O)oc3cc(OC)ccc32)CC1	2	12	-0.6	0.0
COc1cc(OC)cc(N2C(=O)CC(N3CCOCC3)C2=O)c1 (stereo unspecified)	4	4	1.5	-0.2
CCCCC(=O)Nc1ccc(C(=O)NCC(=O)OC)cc1	1	-5	0.1	-0.1
O=C(C(O)c1ccc(C(F)(F)F)cc1)N1CCN(c2ccc3[nH]ncc3c2)CC1 (stereo unspecified)	-3	5	0.3	0.0
COc1cccc(OCCNc2cc(N3CCN(C)CC3)ccc2[N+](=O)[O-])c1	-11	11	-0.3	0.0
CCOC(=O)c1ccc(NC(=S)NCCc2cnc[nH]2)cc1	17	15	-1.1	0.4
O=C1CN(Cc2ccccc2)CC(=O)N1	6	8	2.1	0.0
COc1ccc(C2C3=C(CCCC3=O)Nc3nc(-c4ccccc4OC)nn32)cc1 (stereo unspecified)	8	5	1.8	0.4
Cc1ccc(OCC(=O)N/N=C/c2ccc(I)o2)cc1	-1	-6	-0.2	0.1
CC(=O)c1cc(C#N)c(SCC(=O)OCc2ccccc2)nc1C	-7	7	0.5	0.5
C=CCS/C(=C(/C#N)C(N)=O)c1cc2c([nH]1)CCCC2	-2	6	8.6*	-0.2
CCC(C)NC(=O)c1ccc(N2CC3CC(C2)c2cccc(=O)n2C3)c(NC(=O)c2cccnc2)c1 (stereo unspecified)	-2	-7	1.4	0.0
